PAFAH1B3 FP inh: blocks human PAF acetylhydrolase 1B catalytic subunit 3. Q15102. recombinant PAFAH1B3, FP-rhodamine probe, fluorescence polarization. inhibition, % at 3.39 µM. hit rate 0.28% among 340,000. AID 492972;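 active = inhibition above the screen-wide average of all tested compounds plus 3 SD, cut at about 25% in these data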;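 note: 0% = enzyme with DMSO only and 100% = wells lacking PAFAH1B3 protein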
Target sequence (Q15102 whole entry, looked up): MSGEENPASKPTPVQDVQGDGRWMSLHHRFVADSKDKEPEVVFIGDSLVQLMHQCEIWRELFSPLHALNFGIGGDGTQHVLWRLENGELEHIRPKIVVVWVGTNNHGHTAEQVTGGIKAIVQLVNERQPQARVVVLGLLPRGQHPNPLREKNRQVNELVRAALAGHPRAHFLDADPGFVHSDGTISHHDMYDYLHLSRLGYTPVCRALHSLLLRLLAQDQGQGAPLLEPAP
LYPLA2 inh: LYPLA2 (human) inhibition in PME1 counter-screen; hit rate 0.38% among 320,000; inhibition, % at 5.9 µM; recombinant LYPLA2, FP-Rh probe fluorescence polarization; O95372;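 active = inhibition above the screen-wide mean plus 3 SD, limit set per campaign, cut at about 26% in these data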;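 note: 0% = LYPLA2 with DMSO and 100% = wells lacking LYPLA2 enzyme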
LYPLA1 inh: LYPLA1 (human) inhibition in PME1 counter-screen; AID 2174; recombinant LYPLA1, FP-Rh probe fluorescence polarization; O75608; hit rate 0.16% among 320,000; inhibition, % at 5.9 µM;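 active = inhibition above the mean of all tested compounds plus 3 SD, set per campaign, cut at about 14% in these data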;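 note: inhibitors block serine hydrolase probe labeling of LYPLA1 so polarization falls; 0% = enzyme with DMSO and 100% = wells lacking LYPLA1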
Target sequence (O75608 whole entry, looked up): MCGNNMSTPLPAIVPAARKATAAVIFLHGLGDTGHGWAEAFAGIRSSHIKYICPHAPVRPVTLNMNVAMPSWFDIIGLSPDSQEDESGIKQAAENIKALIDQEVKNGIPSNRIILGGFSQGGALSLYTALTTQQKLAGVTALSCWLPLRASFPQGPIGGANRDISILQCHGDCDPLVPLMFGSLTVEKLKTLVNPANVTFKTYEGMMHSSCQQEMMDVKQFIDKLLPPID
pPAFAH FP inh: pPAFAH (human) enzyme inhibition; recombinant pPAFAH, FP-rhodamine probe fluorescence polarization; inhibition, % at 3.39 µM; hit rate 1.5% among 330,000;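 active = inhibition above the mean inhibition across the screen plus 3 SD, cut at about 25% in these data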;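 note: inhibitors block binding of the rhodamine activity-based probe so polarization drops; 0% = enzyme with DMSO and 100% = wells lacking pPAFAH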
PAD4 FP inh: PAD4 (human) enzyme inhibition. Q9UM07. recombinant PAD4, RCA probe fluorescence polarization. inhibition, % at 6.36 µM. hit rate 0.41% among 330,000;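 active = percent inhibition above a cutoff equal to the mean of all tested compounds plus 3 SD, cut at about 15% in these data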;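 note: 0% = PAD4 with RCA probe and DMSO and 100% = probe without PAD4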
PME-1 primary: PME-1 (human) inhibition. recombinant PME-1, FP-Rh probe fluorescence polarization. inhibition, % at 5.9 µM. hit rate 0.53% among 320,000. AID 2130;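 active = inhibition above the campaign mean of all compounds plus 3 SD, cut at about 26% in these data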;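 note: competitive labeling of PME-1 active site by serine hydrolase directed probe; 0% = PME-1 with DMSO and 100% = wells lacking PME-1 enzyme; inhibitors block probe labeling so polarization falls and inhibition rises; many of its hits are not listed in these tables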
GSTO1 counter: counter-screen for RBBP9 inhibitors: inhibitors of human GSTO1; P78417; recombinant GSTO1, activity-based probe fluorescence polarization; inhibition, % at 5.96 µM; hit rate 1.1% among 300,000;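 active = inhibition above the campaign mean inhibition plus 3 SD, cut at about 35% in these data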;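 note: 0% = GSTO1-1 with DMSO and 100% = wells lacking GSTO1-1 enzyme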
Target sequence (P78417 whole entry, looked up): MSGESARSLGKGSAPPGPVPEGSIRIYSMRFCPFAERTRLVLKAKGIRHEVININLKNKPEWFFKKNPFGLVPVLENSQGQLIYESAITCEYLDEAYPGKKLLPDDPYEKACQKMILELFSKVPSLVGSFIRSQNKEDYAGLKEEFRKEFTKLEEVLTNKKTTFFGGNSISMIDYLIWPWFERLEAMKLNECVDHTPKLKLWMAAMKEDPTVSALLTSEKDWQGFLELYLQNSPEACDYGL
PAFAH1B2 inh: blocks human PAF acetylhydrolase 1b catalytic subunit 2; recombinant PAFAH1B2, FP-rhodamine activity probe, fluorescence polarization; inhibition, % at 3.39 µM; hit rate 1.2% among 340,000; AID 492953;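 active = inhibition above the mean of all tested compounds plus 3 SD, cut at about 24% in these data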;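 note: 0% = enzyme with DMSO and 100% = wells lacking PAFAH1B2; many of its hits are not listed in these tables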
Target sequence (P68402 whole entry, looked up): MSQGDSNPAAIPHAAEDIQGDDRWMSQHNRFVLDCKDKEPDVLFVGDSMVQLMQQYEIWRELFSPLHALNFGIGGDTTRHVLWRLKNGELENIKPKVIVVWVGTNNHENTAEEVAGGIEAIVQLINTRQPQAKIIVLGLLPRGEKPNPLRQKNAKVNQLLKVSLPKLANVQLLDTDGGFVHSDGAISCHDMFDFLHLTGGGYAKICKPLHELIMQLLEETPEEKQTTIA
PREPL inhibitor: inhibitors of human prolyl oligopeptidase-like enzyme PREPL | Q4J6C6 | recombinant PREPL, fluorescence polarization activity-based probe | inhibition, % at 5.96 µM | hit rate 0.68% among 320,000 | AID 2751; in the data active = inhibition above about 43%;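 note: 0% = enzyme with DMSO and 100% = wells lacking enzyme; many of its hits are not listed in these tables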
Active calls of the source: *; x = no result given.

(1) COCCNC(=O)c1c(NC(=O)c2ccco2)n(Cc2ccccc2)c2nc3ccccc3nc12
(2) Cc1ccccc1CCNCc1cc2cccc(C)c2[nH]c1=O
(3) CCCCCCn1c(O)c(C=NC2CCN(Cc3ccccc3)CC2)c(=O)[nH]c1=O
(4) N[C@@H](Cn1oc(=O)[nH]c1=O)C(=O)O
(5) COc1ccc(NC(=O)[C@@H](NC(=O)N2C[C@H]3C[C@@H](C2)c2cccc(=O)n2C3)C(C)C)cc1
(6) O=C(Nc1ccc(OC(=O)N2CCCCC2)cc1)N1CCOCC1
(7) COc1cccc(C(=O)C2CCCN(Cc3cccc(C)n3)C2)c1 (centres undefined)
(8) NC(N)=N/N=C/c1ccc(N2CCOCC2)cc1
screen / no.	1	2	3	4	5	6	7	8
PAFAH1B3 FP inh	7	9	-2	14	6	4	-4	12
LYPLA2 inh	1	2	10	-5	-4	0	-9	1
LYPLA1 inh	-5	4	-2	-2	-1	-4	-2	-5
pPAFAH FP inh	-1	0	-3	4	7	3	-3	5
PAD4 FP inh	-10	-3	-3	0	1	-3	1	-2
PME-1 primary	-3	0	-2	-1	1	2	5	2
GSTO1 counter	6	1	11	9	1	2	-1	1
PAFAH1B2 inh	-3	1	2	0	5	4	-3	4
PREPL inhibitor	6	-6	12	16	5	4	1	4

(9) O=C(CCCCCn1c(=S)[nH]c2ccccc2c1=O)N1CCC2(CC1)OCCO2
(10) OCC[N+]12CCC(CC1)C(C(O)(c1ccccc1)c1ccccc1)C2 (centres undefined)
(11) COCCN1C(=O)NC(=O)/C(=C\c2ccc(F)cc2)C1=O
(12) CC(=NCCc1ccccc1)c1c(O)n(C)c(=O)n(C)c1=O
(13) CN1CC(C(=O)c2ccc(Cl)cc2)C(c2ccc(N(C)C)cc2)C1 (centres undefined)
(14) CC(=O)Nc1ccc(OC(=O)N2CCCCC2)cc1
(15) COC(=O)Cn1cc(C=C2C(=O)NC(=O)NC2=O)c2ccccc21
(16) CC(=O)c1cccc(NC2=NCC(C)S2)c1 (centres undefined)
screen / no.	9	10	11	12	13	14	15	16
PAFAH1B3 FP inh	0	6	1	0	4	8	4	3
LYPLA2 inh	6	-1	2	8	-4	4	2	2
LYPLA1 inh	5	-3	1	3	-2	4	-5	0
pPAFAH FP inh	-2	4	2	6	4	0	-3	-2
PAD4 FP inh	3	1	-5	1	1	1	-14	1
PME-1 primary	-5	0	0	2	1	9	-10	4
GSTO1 counter	12	2	6	2	2	5	0	5
PAFAH1B2 inh	8	4	1	2	-1	5	1	4
PREPL inhibitor	19	15	-8	3	29	2	-3	-5

The closing two entries of the section before open the next one.
(15) COC(=O)Cn1cc(C=C2C(=O)NC(=O)NC2=O)c2ccccc21
(16) CC(=O)c1cccc(NC2=NCC(C)S2)c1 (centres undefined)
(17) O=C1NC(=O)N(CCc2ccc(F)cc2)C(=O)/C1=C/c1cccs1
(18) CCOC(=O)c1ccc(NC(=O)N2CC3CC(C2)c2cccc(=O)n2C3)cc1 (centres undefined)
(19) O=C(C[N+]12CCN(CC1)CC2)NCCc1ccc(Cl)cc1Cl
(20) Brc1ccc(-[n+]2c(-c3ccccc3)cc(-c3ccccc3)cc2-c2ccccc2)cc1
(21) O=C1CN=C(c2ccccc2)c2cc(Br)ccc2N1
(22) Cn1cc(C(=O)NCc2ccccc2)c2ccccc21
(23) O=C1/C(=C\c2ccc([N+](=O)[O-])cc2)N2CCC1CC2
(24) O=C(CCC(=O)N1CCOc2ccc(Cl)cc21)N1CCC2(CC1)OCCO2
screen / no.	15	16	17	18	19	20	21	22	23	24
PAFAH1B3 FP inh	4	3	-2	6	-1	0	-1	-1	-2	10
LYPLA2 inh	2	2	-1	10	-3	-1	2	-1	2	5
LYPLA1 inh	-5	0	-3	0	-2	4	-1	-3	2	1
pPAFAH FP inh	-3	-2	1	2	1	-1	3	5	2	7
PAD4 FP inh	-14	1	-7	-1	-1	4	-1	-1	-3	-4
PME-1 primary	-10	4	-6	3	-5	3	2	-2	4	8
GSTO1 counter	0	5	8	-4	-3	2	0	-5	4	2
PAFAH1B2 inh	1	4	0	4	1	0	2	3	-2	3
PREPL inhibitor	-3	-5	3	15	14	56*	-2	1	11	8

Taken from above.
Result for no. 11 in PAFAH1B2 inh: 1
Result for no. 10 in PME-1 primary: 0
Result for no. 1 in LYPLA1 inh: -5
Result for no. 17 in GSTO1 counter: 8
Result for no. 19 in PAD4 FP inh: -1

Other results follow:
(25) CCOc1cc(C=C2C(=O)NC(=O)NC2=O)ccc1OS(=O)(=O)c1ccccc1
(26) O=P(Oc1ccccc1)(Oc1ccccc1)c1ccccc1
(27) CCN(CC)C(=O)c1ccc(NC(=O)CN2CCc3cc(OC)c(OC)cc3C2)cc1
(28) O=C(CSC1c2ccccc2-c2ccccc21)N/N=C/c1ccccc1C(=O)O
(29) Cc1ccc(N2C(=O)CC(=O)NC2=O)cc1
(30) O=C(O)C1C2CCC(O2)C1C(=O)Nc1ccc(Cl)cc1 (centres undefined)
(31) O=c1c2ccccc2nc(/C=C/c2ccco2)n1-c1ccccc1O
(32) COc1cc(-n2c(=S)[nH]c3ccccc3c2=O)c(Cl)cc1Cl
screen / no.	25	26	27	28	29	30	31	32
PAFAH1B3 FP inh	3	13	10	-3	0	x	3	0
LYPLA2 inh	7	2	5	-3	-4	0	0	-2
LYPLA1 inh	2	1	-1	0	-1	1	-2	-3
pPAFAH FP inh	4	3	6	1	2	0	10	-1
PAD4 FP inh	-5	2	1	2	3	-2	-2	-5
PME-1 primary	-2	15	-5	-2	2	-1	-3	-2
GSTO1 counter	-12	2	2	-21	1	-4	-8	-9
PAFAH1B2 inh	21	4	2	4	3	x	-3	2
PREPL inhibitor	-6	-1	3	1	3	0	6	5

Filtered by structure: the entries above with a carbonyl joined to an NH by a bond outside any ring.
(1) COCCNC(=O)c1c(NC(=O)c2ccco2)n(Cc2ccccc2)c2nc3ccccc3nc12
(5) COc1ccc(NC(=O)[C@@H](NC(=O)N2C[C@H]3C[C@@H](C2)c2cccc(=O)n2C3)C(C)C)cc1
(6) O=C(Nc1ccc(OC(=O)N2CCCCC2)cc1)N1CCOCC1
(14) CC(=O)Nc1ccc(OC(=O)N2CCCCC2)cc1
(18) CCOC(=O)c1ccc(NC(=O)N2CC3CC(C2)c2cccc(=O)n2C3)cc1 (centres undefined)
(19) O=C(C[N+]12CCN(CC1)CC2)NCCc1ccc(Cl)cc1Cl
(22) Cn1cc(C(=O)NCc2ccccc2)c2ccccc21
(27) CCN(CC)C(=O)c1ccc(NC(=O)CN2CCc3cc(OC)c(OC)cc3C2)cc1
(28) O=C(CSC1c2ccccc2-c2ccccc21)N/N=C/c1ccccc1C(=O)O
(30) O=C(O)C1C2CCC(O2)C1C(=O)Nc1ccc(Cl)cc1 (centres undefined)
screen / no.	1	5	6	14	18	19	22	27	28	30
PAFAH1B3 FP inh	7	6	4	8	6	-1	-1	10	-3	x
LYPLA2 inh	1	-4	0	4	10	-3	-1	5	-3	0
LYPLA1 inh	-5	-1	-4	4	0	-2	-3	-1	0	1
pPAFAH FP inh	-1	7	3	0	2	1	5	6	1	0
PAD4 FP inh	-10	1	-3	1	-1	-1	-1	1	2	-2
PME-1 primary	-3	1	2	9	3	-5	-2	-5	-2	-1
GSTO1 counter	6	1	2	5	-4	-3	-5	2	-21	-4
PAFAH1B2 inh	-3	5	4	5	4	1	3	2	4	x
PREPL inhibitor	6	5	4	2	15	14	1	3	1	0

Other results:
(33) COc1cc(O)cc2c1C(=O)O[C@@H](C)CCCC(=O)CCCCC2
(34) COc1ccc(OC)c(C(O)C2CCCCN2)c1 (centres undefined)
(35) COc1cccc(OP(=O)(Nc2ccccc2)Oc2cccc(OC)c2)c1
(36) COc1ccc(/C=C2/C(=O)NC(=O)N(c3ccccc3)C2=O)cc1CN1C(=O)c2ccccc2C1=O
(37) NC(N)=Nc1ccc2[nH]c3c(c2c1)C[C@@]1(O)[C@H]2Cc4ccc(O)c5c4[C@@]1(CCN2CC1CC1)C3O5 (some centres undefined)
(38) CCc1nnc(NS(=O)(=O)c2ccc(N=Cc3c(O)n(-c4ccccc4)c(=O)[nH]c3=O)cc2)s1
(39) Cc1nn(Cc2ccccc2)c(C)c1C(=O)OCC(=O)Nc1cccc(S(N)(=O)=O)c1
(40) COC(=O)C1=C(c2ccccc2)C[C@@H]2CC[C@H]1N2C(=O)N1CCOCC1
screen / no.	33	34	35	36	37	38	39	40
PAFAH1B3 FP inh	6	2	2	6	10	11	-2	2
LYPLA2 inh	-4	1	-2	1	x	6	-2	-6
LYPLA1 inh	3	-2	0	-2	x	4	-1	-2
pPAFAH FP inh	-3	-1	1	4	3	2	1	0
PAD4 FP inh	-1	2	5	1	0	-1	2	-1
PME-1 primary	-8	2	6	0	x	-4	0	-3
GSTO1 counter	3	2	1	-2	x	-8	7	8
PAFAH1B2 inh	0	0	0	4	1	5	2	-1
PREPL inhibitor	7	7	4	-8	14	2	19	-7

(41) CCC(=O)c1ccc(OCC(=O)N2CCN(CC(=O)Nc3ccc(C)cc3)CC2)cc1
(42) Nc1ccc(CCN2CCCC2)cc1
(43) O=C1N(c2ccccc2)C(c2cccnc2)N2CCCN12 (centres undefined)
(44) CCCCCCCC(=O)NC(Oc1ccccc1[N+](=O)[O-])C(Cl)(Cl)Cl (centres undefined)
(45) CC(=O)OC1C=CC2[C@H]3Cc4ccc(O)c5c4[C@@]2(CCN3C)C1O5 (some centres undefined)
(46) COc1ccc2c(c1OC)C(=O)OC2c1c(O)n(C2CCCCC2)c(=O)[nH]c1=O (centres undefined)
(47) CC(Cc1ccccc1)NCCC(c1ccccc1)c1ccccc1 (centres undefined)
(48) CC(=O)C1(c2ccccc2)CCN(C(=O)C2CCC(=O)N(CCc3cccc(F)c3)C2)CC1 (centres undefined)
(49) Cc1cc(/C=C2\C(=O)NC(=O)N(c3ccc(F)cc3)C2=O)c(C)n1-c1ccc(C(=O)O)cc1
screen / no.	41	42	43	44	45	46	47	48	49
PAFAH1B3 FP inh	3	-2	1	6	2	12	3	9	6
LYPLA2 inh	x	1	5	6	x	2	8	8	-2
LYPLA1 inh	x	0	-1	6	x	3	1	2	1
pPAFAH FP inh	1	5	9	3	3	4	1	4	4
PAD4 FP inh	-2	-2	-4	-3	-4	0	-2	-2	-5
PME-1 primary	x	-2	3	5	x	-4	3	10	-3
GSTO1 counter	x	8	7	6	x	19	1	-8	-4
PAFAH1B2 inh	-1	4	2	9	-2	4	-5	1	1
PREPL inhibitor	-1	8	-1	4	-29	-9	-40	14	4

Not all compounds are listed; the hit share may differ from the screen's.
